HUVEC tox TNFa = toxic to HUVEC cells under TNF alpha stimulation; HUVEC TNFalpha-stimulated, Hoechst cell count, imaging; cell count reduction, % at 2 µM; hit rate 0.17% among 93,000;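 active means cell count reduction exceeding the screen mean by over 5 SD, scaled to untreated wells per plate, cut at about 78% in these data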;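 further: cells counted after 24 h of TNF alpha exposure following the 1 h pretreatment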
cytoskel mod = modifiers of cytoskeleton assembly | inhibition, % at 2 µM | HUVEC TNFa F-actin phalloidin imaging, high content | hit rate 0.18% among 91,000;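 active means inhibition above the batch mean plus 3 SD and confirmed as a hit by visual image inspection, cut at about 30% in these data, passing the limit was not always enough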; further: strong numbers were not always called active
sEH inhibitor = soluble epoxide hydrolase (human) inhibition. P34913. recombinant human sEH enzymatic activity assay. inhibition, % at 2 µM. hit rate 0.34% among 91,000; in the data active means inhibition above about 80%; further: values of inactives mirror those of a sister screen read the other way; many of its hits are not listed in these tables
PLK1 kinase inh = inhibitors of human PLK1 kinase; P53350; recombinant PLK1 kinase, TR-FRET peptide phosphorylation; inhibition, % at 10 µM; hit rate 0.53% among 97,000; AID 619;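 active means inhibition of 50% or more in the single-concentration screen; inactive means inhibition below 50%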;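 further: 0% = DMSO max control and 100% = H-89 dihydrochloride min control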
Target sequence (P53350 whole entry, looked up): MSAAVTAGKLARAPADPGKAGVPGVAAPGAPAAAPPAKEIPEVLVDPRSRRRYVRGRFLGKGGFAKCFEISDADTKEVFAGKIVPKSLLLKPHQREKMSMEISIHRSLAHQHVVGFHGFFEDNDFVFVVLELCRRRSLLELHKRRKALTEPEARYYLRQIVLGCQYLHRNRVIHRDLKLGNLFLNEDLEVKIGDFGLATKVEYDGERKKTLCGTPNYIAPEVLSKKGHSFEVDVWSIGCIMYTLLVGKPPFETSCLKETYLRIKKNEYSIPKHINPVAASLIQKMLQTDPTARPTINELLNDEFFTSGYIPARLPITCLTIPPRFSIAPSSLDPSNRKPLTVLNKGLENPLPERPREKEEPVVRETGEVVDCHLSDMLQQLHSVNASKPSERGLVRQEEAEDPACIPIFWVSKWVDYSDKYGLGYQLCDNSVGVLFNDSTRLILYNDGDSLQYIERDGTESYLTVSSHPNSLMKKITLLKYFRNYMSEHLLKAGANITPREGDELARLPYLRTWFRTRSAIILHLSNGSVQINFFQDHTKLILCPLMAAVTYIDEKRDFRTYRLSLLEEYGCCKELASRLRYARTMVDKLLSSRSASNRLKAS
PLK1 PBD inh = blocks phosphopeptide binding to human Plk1 polo box domain; P53350; AID 693; inhibition, %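 (tested at about 20 µM)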; Plk1 PBD phosphopeptide binding, fluorescence polarization; hit rate 0.13% among 97,000; in the data active means inhibition above about 34%, passing the limit was not always enough
hDAT+cocaine = changed human dopamine transporter uptake under cocaine IC80; hit rate 1.3% among 110,000; AID 449768; Q01959; B-score at 10 µM; LLC-PK1 hDAT cells, [14C]-dopamine uptake with cocaine IC80; actives deviate in either direction;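 active means Z score or B-score, a plate-position-corrected score, falls beyond the plate's 99.7% confidence bounds, in either direction; inactive means both scores lie inside the 99.7% bounds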;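 further: scored against the spread of the other compound wells on the same plate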
VCAM1 TNFa inh = reduces TNF alpha induced VCAM1 expression in HUVEC. HUVEC TNFa-induced VCAM-1 immunofluorescence, high-content imaging. inhibition, % at 2 µM. hit rate 0.48% among 95,000. AID 802;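 active means inhibition above the batch mean plus 3 SD, with images confirmed as a hit by eye, cut at about 37% in these data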;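 further: 0% = TNF-stimulated DMSO wells and 100% = unstimulated control wells; not every result past the cut was called active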
IL1B cytotox = HUVEC cytotoxicity counter-screen, IL-1B stimulated. AID 845. cell count reduction, % at 2 µM. HUVEC cell count loss, Hoechst imaging. hit rate 0.41% among 94,000;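 active means cell count reduction more than 3 SD above the screen-wide mean, cut at about 70% in these data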;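 further: normalized per plate to untreated control cells as the no-loss baseline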
E coli WT exp = E. coli BW25113 growth inhibition, expanded screen; growth inhibition, % at 100 µM; hit rate 0.15% among 98,000; OD600 absorbance;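 active means growth inhibition above about 50% at one test dose, limit read from the data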;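 further: growth measured after 20 h incubation at 37 °C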
Starred values were filed as active, the others as inactive; nt = no result given.

SMILES	HUVEC tox TNFa	cytoskel mod	sEH inhibitor	PLK1 kinase inh	PLK1 PBD inh	hDAT+cocaine	VCAM1 TNFa inh	IL1B cytotox	E coli WT exp
O=C(NC12CC3CC(CC(C3)C1)C2)c1cncc(O)c1	-26	0	6	-20	-33	-0.28	-2	-13	0
CC1C(=O)Nc2ccccc2N1C(=O)C1CC1 (stereo unspecified)	0	4	-4	2	14	-0.25	-17	nt	3
COc1ccc(-c2cc(CCCC(=O)NCc3ccccn3)no2)cc1	-28	15	nt	-9	-11	0.18	0	6	4
O=C(c1ccco1)N1N=C(c2cccs2)CC1c1ccc(F)cc1 (stereo unspecified)	-7	-8	-19	-12	7	0.91	9	-3	-1
COC(=O)c1cc(C)sc1NC(=O)c1cccnc1	-18	10	-3	-6	0	-0.57	-6	15	0
CCCc1cc(=O)oc2cc(OCC(=O)N3CCc4ccccc43)ccc12	-2	3	2	-9	14	-0.14	3	-16	-5
COc1ccc(S(=O)(=O)N2CCOCC2)cc1C(=O)Nc1cc(C)on1	8	4	-7	-10	5	-0.05	9	-35	7
CC(C)COC(=O)Nc1nnc(SCc2ccccc2F)s1	-1	9	3	-1	-9	0.24	6	-19	-8
Cc1ccc(NC(=O)c2ccc(-c3nn(C)c(=O)c4ccccc34)cc2)c(C)c1	2	10	1	-8	4	0.43	-6	17	-15
Cn1c(=O)c2c(nc(SCC(=O)NC34CC5CC(CC(C5)C3)C4)n2C)n(C)c1=O	14	-16	-1	-4	14	-0.004	1	-11	1
O=S(=O)(c1ccc2ccccc2c1)n1cnc2ccccc21	-16	-4	nt	-12	13	1.3	2	-4	-6
NC(=O)C1CCN(C2OC(=O)c3ccccc32)CC1 (stereo unspecified)	6	-10	6	-6	-3	-2.2	-20	-12	2
O=C(NC(=S)Nc1ccc2c(c1)OCCO2)c1ccccc1	6	-6	1	-6	10	-0.073	16	2	-4
COc1ccccc1NS(=O)(=O)c1cccc(C(=O)N/N=C(\C)c2ccc(-n3ccnc3)cc2)c1	-21	-5	82*	-4	-27	-0.025	2	-17	-5
Cc1ccc(-c2nnc(-c3ccc(NC(=O)c4cccs4)cc3)o2)cc1	-10	15	10	-17	-4	-0.012	-1	-31	-7
COc1cccc(N2CCN(c3ccc(S(=O)(=O)N4CCCC4)cc3)CC2)c1	-20	-17	-1	-4	-6	-0.22	-29	-10	-6
CC1(C)CC(=O)C=C(N2CCNCC2)C1	-13	-8	5	-6	-16	-0.022	2	0	-18
Cc1nc(NCC2CCCO2)c2nnn(Cc3ccccc3)c2n1 (stereo unspecified)	-25	41	-1	-11	13	0.73	17	18	6
Cc1ccc(-n2ncc(C(=O)NCc3ccc4c(c3)OCO4)c2NC(=O)c2ccco2)cc1C	4	-29	-4	-10	-8	0.41	22	-9	-4
COc1ccc2oc(=O)c(C(=O)N3CCN(c4ccccc4C)CC3)cc2c1	-2	8	-1	-6	4	1.6	6	-19	5
Cc1nn(-c2ccc(C(=O)O)cc2)c(N)c1-c1ccccc1	-27	17	-4	-26	-7	nt	19	7	-17
CCOC(=O)C1CCCCN1Cc1ccc(C(F)(F)F)cc1 (stereo unspecified)	2	-19	2	-8	15	-0.44	-7	0	-5
CCOc1ccc2c(c1)C(c1ccc(C)cc1)=NNC(c1ccc(OC)cc1)=N2	-22	8	4	-8	-10	1.2	11	-1	-18
CCN(CC)P1(=O)OC(c2cc(OC)c(OC)c(OC)c2)=Nc2c1c(C)nn2-c1ccccc1 (stereo unspecified)	39	-11	nt	-6	-2	1.4	2	0	11
Cc1ccc(S(=O)(=O)N(C)CCCC(=O)N2CCOCC2)cc1	-13	nt	-2	-17	-2	-1.6	-1	-15	-6
CN1CCN(C(=O)c2ccc(C3SCC(=O)N3Cc3ccco3)cc2)CC1 (stereo unspecified)	-27	3	1	-10	-9	0.23	21	-11	4
O=C(NCC(c1cccnc1)N1CCOCC1)Nc1ccccc1 (stereo unspecified)	nt	nt	-2	-13	2	-1.2	nt	nt	-7
COCCCNC(=S)NC1CC2CCCC(C1)N2Cc1ccco1 (stereo unspecified)	-7	68*	-5	0	0	-0.94	1	-5	2
CCOc1cc(C(=O)OCC(=O)c2c(C)[nH]c3ccccc23)ccc1OCC(=O)N1CCOCC1	78	50*	3	-9	-8	-1.5	38	-8	-2
COc1ccc(NC(=O)C(=O)NCc2ccncc2)c(OC)c1	-12	-14	-18	-2	-19	-0.4	9	-24	-1
O=C1CCCN1CN(C(=O)c1ccc2c(c1)OCO2)c1ccc(F)cc1	-34	4	nt	-12	7	-0.35	10	-37	-2
CCc1c(C)nc2[nH]nc(-c3ccccc3)n2c1=O	-18	9	-7	-5	14	-0.26	-1	-6	4
Cc1ccc2oc(=O)c3cc(C(=O)NCc4ccco4)sc3c2c1	nt	nt	nt	-3	-16	-0.094	nt	nt	-9
O=C(Cc1cccc2ccccc12)N/N=C1\CCCc2ccccc21	-10	1	75	-10	-10	0.24	0	-12	-3
O=C(c1ccc(F)cc1)C1CCN(C(=S)Nc2ccccc2)CC1	9	0	-5	-3	0	0.13	10	-27	3
CSc1nc2sc3c(c2c(=O)n1C1CCCCC1)CCN(C)C3	-4	-8	-5	-9	-4	-0.13	8	1	7
N#CCCn1nnc2ccccc21	-4	-3	-9	-7	-11	0.27	-2	0	-2
Cn1cc(C(=O)C(F)(F)F)c2ccccc21	18	-14	-5	-14	9	0.26	7	24	18
c1nc(N2CCOCC2)c2sc3nc(N4CCOCC4)c4c(c3c2n1)CCCC4	-17	-10	-14	-8	-13	nt	5	10	nt
CCCc1cc2c(cc1NC(=O)c1ccc(C)cc1)OCO2	-14	12	-13	-17	-16	0.88	4	nt	-4

Sorted by the number under hDAT+cocaine (highest first): three of the compounds above.
mol	hDAT+cocaine
O=C(c1ccc(F)cc1)C1CCN(C(=S)Nc2ccccc2)CC1	0.13
O=C1CCCN1CN(C(=O)c1ccc2c(c1)OCO2)c1ccc(F)cc1	-0.35
O=C(NCC(c1cccnc1)N1CCOCC1)Nc1ccccc1 (stereo unspecified)	-1.2

(continued)
SMILES	HUVEC tox TNFa	cytoskel mod	sEH inhibitor	PLK1 kinase inh	PLK1 PBD inh	hDAT+cocaine	VCAM1 TNFa inh	IL1B cytotox	E coli WT exp
COc1ccc2[nH]c(=O)c(CN(Cc3cccs3)S(=O)(=O)c3c(C)ccc4nsnc34)cc2c1	9	nt	-8	13	-4	0.17	30	-4	-5
O=C(Nc1cc(C(F)(F)F)ccc1N1CCOCC1)c1ccc[n+]([O-])c1	-25	12	-1	-7	5	-0.18	13	-26	-5
O=C(CSc1nnc(C23CC4CC(CC(C4)C2)C3)o1)Nc1ccc(N2CCOCC2)c(Cl)c1	7	9	59	-4	12	0.36	-15	-29	-1
COc1ccc(Nc2ncc(C(=O)O)c3ccccc23)cc1	3	-11	0	-3	11	-0.05	-3	-30	1
COc1ccc(C(=O)OCCN2CCOCC2)cc1OC	27	-7	nt	1	20	0.37	-9	-3	1
COc1ccc(-c2cc(C(F)(F)F)nc(SCC(=O)N3CC(C)OC(C)C3)n2)cc1OC (stereo unspecified)	-10	8	nt	-8	14	-1.8	10	0	-4
CCn1c(SCC(=O)c2ccccc2)nnc1-c1cccs1	-35	4	3	-6	10	1.9	6	7	6
Nc1cccc2c1C(=O)N(C(=O)c1ccc(Cl)c(S(=O)(=O)N3CCCCCC3)c1)C2=O	-11	0	-3	5	0	0.66	-4	16	6
Cc1ccc2c(c1)C1(OCCO1)C(=O)N2	-8	3	-2	-6	-5	-0.34	6	-1	2
COc1ccc(C2NC(=S)N(c3ccccc3)C(C)=C2C(=O)Nc2ccccc2)cc1 (stereo unspecified)	-29	9	10	7	4	1.9	-3	-88	-5
Cc1ccc(C)c(-n2c(SCC(=O)Nc3nonc3C)nnc2-c2ccoc2C)c1	-12	6	-3	-6	8	0.93	0	14	2
C=CCNC(=O)CSc1nnc(-c2cccs2)o1	-14	-2	-3	-8	-17	-1.5	-3	nt	10
COc1cccc(CN2C(=O)CCC2(C)C(=O)NC2CCCCCC2)c1 (stereo unspecified)	-2	5	-5	-10	10	-1.1	6	-14	-1
CCOC(=O)c1sc(=S)n(-c2cccc(C(F)(F)F)c2)c1SC	-6	-16	-1	-9	8	-0.35	4	-25	-7
NC(=O)c1ccccc1NC(=O)/C=C/c1cccc(Cl)c1	-2	-11	-13	-15	0	0.12	-8	12	-5
COc1ccc(CN2CCCCC2C(=O)Nc2ccc(OC)c(OCC(C)C)c2)cc1OC (stereo unspecified)	-10	7	4	-7	-16	-0.82	97*	2	nt
COc1ccc(-n2ncc(S(=O)(=O)c3ccccc3)c2-c2ccc(Cl)cc2)cc1	-32	44	7	-10	3	2.1	9	2	-10
OCCN1CCN(CC#CCn2c3ccccc3c3ccccc32)CC1	-6	-29	-9	-5	10	-1.6	-6	-7	6
O=C(Nc1nc2c(s1)CCCC2)C1COc2ccccc2O1 (stereo unspecified)	55	-11	-3	-4	14	0.02	-4	14	5
COc1ccc2c(c1)-c1nc(NC(=O)c3cccs3)sc1CC2	-10	13	-11	-11	0	0.24	-35	3	-19
CS(=O)(=O)NCCC1=CCCCC1	-1	5	-4	-9	7	1.4	-3	-140	5
COc1ccc(NCC(=O)Nc2ccccc2C#N)cc1Cl	-2	10	-12	-18	3	-0.7	-18	10	11
COc1ccc(C2(C(=O)N3CCOCC3)CCOCC2)cc1OC	-17	-11	4	-5	5	-0.56	2	-27	-8
COCCn1c(=S)[nH]c2cc(C(=O)N3CCN(c4ccc(F)cc4)CC3)ccc2c1=O	-25	19	9	-14	4	-1.2	6	1	-1
COc1ccc(-c2nnn(CC(=O)Nc3sc4c(c3C#N)CCCC4)n2)cc1	-19	-6	-11	-6	2	-0.036	3	-5	-2
CC(NC(=O)COc1ccc(/C=N/NS(=O)(=O)c2ccccc2)cc1)c1ccccc1 (stereo unspecified)	nt	-8	1	-13	-18	0.02	-38	12	-4
COc1ccc(-c2ccc(=O)n(CC(=O)N3CCN(c4ccccc4OC)CC3)n2)cc1	11	8	-10	-21	23	nt	2	11	nt
N#Cc1c(SCC(=O)Nc2nccs2)nc2c(c1-c1ccco1)CCCC2	-23	29	9	2	19	0.43	-12	5	1
Cc1nnc(SCC(=O)Nc2ncc3c(n2)CC(C)(C)CC3=O)s1	-17	2	6	-5	7	-0.31	19	-40	1
CC(C)c1nc(N2CCOCC2)c(C#N)c2c1COC(C)(C)C2	-25	40	nt	-8	8	-1.8	-41	2	3
CCN(Cc1ccccc1)C(=O)Cn1cnc2c1c(=O)n(C)c(=O)n2C	-25	15	nt	-14	-5	-0.3	3	13	5
O=C(Cc1ccccc1)NC(=S)Nc1cc(C(F)(F)F)ccc1Cl	-28	21	10	-12	-22	0.63	17	-21	-10
Oc1ccc(Nc2nc(-c3ccc4ccccc4c3)cs2)cc1	-8	18	-1	-7	-16	0.74	75*	2	0
Cn1c(CN2CCCC2)nc2cc(NC(=O)Nc3ccccc3)ccc21	-8	0	28	-8	4	1.2	-8	14	5
c1nc(N2CCOCC2)c2[nH]cnc2n1	3	-10	-16	63*	1	0.13	-14	-115	nt
Cc1onc(-c2c(F)cccc2Cl)c1C(=O)NCCCN1CCOCC1	-4	-5	7	-5	21	-1.4	9	-21	1
O=C1OCCC1Sc1nnnn1-c1ccccc1 (stereo unspecified)	-6	-28	8	-9	-3	0.0015	-3	-1	-5
CC1CCCCN1Cc1ccc(N(C)C)cc1 (stereo unspecified)	nt	8	-13	-10	-1	0.17	-38	nt	-1
CC(=O)c1cccc(NC(=O)Nc2c(C)nn(C)c2C)c1	-19	-2	-9	-9	-1	2.1*	10	21	6
Fc1ccc(C(c2nnnn2C2CCCC2)N2CCN(Cc3ccncc3)CC2)cc1 (stereo unspecified)	-24	8	7	-14	-1	-0.29	17	-28	-6

From PubChem
